Compound activity as filed in PubChem BioAssay.
Menin-MLL TR inh = inhibitors of human menin-MLL interaction, mutant MLL peptide; O00255; Menin + Texas Red MLL mutant peptide, fluorescence polarization; Potency, µM (titrated, usually from 61.6 µM), for the others: at the top dose FP activity change, negative = inhibition, hits mostly inhibitors; 270,000 tested, 0.23% active; AID 1768; active = well fitted inhibition curve with a large enough effect in the polarisation, with a control signal flat, not every such curve was filed as active; inconclusive = small, poorly fitted or top-dose-only effect, or effect the other way, or a change in a side signal; inactive = no such curve, though single readings can be large or run the other way; the % refers to the polarisation; note: potency is the fitted concentration of half-maximal effect; % of control where 0% means no effect; many of its hits are not listed in these tables
Target sequence (O00255 whole entry, looked up): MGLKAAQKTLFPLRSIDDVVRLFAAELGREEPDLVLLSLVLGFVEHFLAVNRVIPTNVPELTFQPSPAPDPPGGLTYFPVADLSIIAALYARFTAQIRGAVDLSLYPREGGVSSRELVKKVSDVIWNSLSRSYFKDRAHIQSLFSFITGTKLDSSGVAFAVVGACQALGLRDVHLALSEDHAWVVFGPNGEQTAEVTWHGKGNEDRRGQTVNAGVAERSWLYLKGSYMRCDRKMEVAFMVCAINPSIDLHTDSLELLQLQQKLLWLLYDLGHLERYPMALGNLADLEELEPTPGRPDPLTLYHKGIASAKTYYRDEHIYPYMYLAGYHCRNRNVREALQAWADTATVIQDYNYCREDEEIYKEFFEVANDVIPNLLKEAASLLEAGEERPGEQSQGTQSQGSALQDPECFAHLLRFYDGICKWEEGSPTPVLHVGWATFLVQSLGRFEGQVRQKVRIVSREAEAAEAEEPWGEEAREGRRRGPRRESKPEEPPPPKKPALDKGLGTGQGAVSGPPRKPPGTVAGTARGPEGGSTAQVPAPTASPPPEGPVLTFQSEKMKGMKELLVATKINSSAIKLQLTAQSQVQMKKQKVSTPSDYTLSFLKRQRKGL
B2AR arrestin = agonists driving beta-arrestin recruitment to human beta2-adrenergic receptor | P07550 | beta-arrestin recruitment to beta2AR, cell-based reporter | Potency, µM (series often up to 46.1 µM), without a hit: at the top dose activation, usual class: activators | 330,000 tested, 0.02% active | AID 492947;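 note: potency is the fitted concentration of half-maximal effect; 0% = DMSO controls and full agonism = EC100 isoproterenol or metaproterenol; nearly all actives have a fitted effect of over 65% in size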
BCR signal inh = blocks chronic active B-cell receptor signaling; 340,000 tested, 0.05% active; ABC-DLBCL IkBa-CBG/CBR reporter, luminescence ratio, 4 h; Potency, µM (highest dose often 46.1 µM), for inactives: top-dose ratio change, negative = lower green/red ratio, usual class: inhibitors; active = well fitted inhibition curve with a large enough effect in the signal ratio, with a control signal flat, not every such curve was filed as active; inconclusive = small, poorly fitted or top-dose-only effect, or effect the other way, or a change in a side signal; the % refers to the signal ratio;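 note: potency is the fitted concentration of half-maximal effect; plate controls were basal doxycycline-induced cells for no effect and cells given 10 µM MG132 for full effect; MG132 reads +100%, hits lower the ratio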
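TMD8 ABC-DLBCL cells carrying doxycycline-inducible green luciferase fused to IkappaBalpha plus unfused red luciferase were exposed to compounds (up to 46 uM) for 4 hrs at 37C. Activity came from the overlap-corrected green/red luminescence ratio.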
GALK inh = blocks human galactokinase activity. Potency, µM (highest dose often 57.5 µM), without a hit: at the highest dose activity change, negative = inhibition, most hits filed as inhibitors. Purified GALK, Kinase-Glo residual ATP luminescence. 270,000 tested, 0.007% active. AID 1868. P51570; note: potency is the fitted concentration of half-maximal effect; % is set by controls: 0 for no effect and ±100 for the full control effect
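The enzyme phosphorylates galactose (100 uM) using ATP (35 uM); inhibition is detected as higher residual ATP, quantified by bioluminescence after 1 h reaction at room temperature, pH 8.0.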
PTAP TSG101 blk = blocks PTAP/TSG101 interaction to inhibit HIV-1 budding; Q99816; Potency, µM (series often up to 115 µM), for inactives: at the highest dose activity change, negative = inhibition, hits mostly inhibitors; Fluorescence polarization, FITC-PTAP peptide / Tsg101 binding; 340,000 tested, under 10 active; active = well fitted inhibition curve with a large enough effect in the main read-out, with a control signal flat, not every such curve was filed as active; inconclusive = small, poorly fitted or top-dose-only effect, or effect the other way, or a change in a side signal; inactive = no such curve, though single readings can be large or run the other way; note: potency is the fitted concentration of half-maximal effect; % of control where 0% means no effect
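Tsg101 binding domain (10 uM final) was mixed with compound and a FITC-labeled PTAP peptide (50 nM final) in HEPES pH 7.5 buffer with NaCl, Tween 20, EDTA and TCEP; fluorescence polarization was read after 20 min at r.t.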
S-ASM inh = blocks human secretory acid sphingomyelinase. Potency, µM (doses to about 57.5 µM), inactives show at the highest dose activity change, negative = inhibition, hits mostly inhibitors. 340,000 tested, 0.006% active. placental ASM, HMU-PC fluorogenic substrate, 60 min. P17405; note: potency is the fitted concentration of half-maximal effect
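Fluorogenic HMU-PC substrate (9 uM final) is turned over by placental ASM in 60 min at 37 C after a 10 min compound preincubation. Reaction ended by alkaline stop (pH 10), with fluorescence read at 386/447 nm.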
PKM2 act = PKM2 (human) enzyme activation. Potency, µM (doses to about 57.5 µM), for inactives: at the highest dose activation, most hits filed as activators. purified PKM2, Kinase-Glo ATP luminescence, activation; response scale: 0% is enzyme alone, no compound. P14618. AID 1631. 260,000 tested, 0.34% active; note: potency is the fitted concentration of half-maximal effect; % is set by controls: 0 for no effect and ±100 for the full control effect; nearly all actives have a fitted effect of over 55% in size
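Purified hPK-M2 (>95% pure) converted ADP (0.1 mM final) to ATP with 0.5 mM PEP in 50 mM imidazole pH7.2, KCl, MgCl2, Tween 20, BSA; 1 h at room temperature. ATP detected by Kinase-Glo luminescence.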
Coupling enz = coupling enzyme interference in Giardia aldolase counter-screen; coupling enzyme system counterscreen, AmpLite Red fluorescence; activity change, negative = inhibition, % at 58.2 µM, hits read low; 290,000 tested, 0.67% active; AID 2472; in the data active = activity change below about -30%; note: % is set by controls: 0 for no effect and ±100 for the full control effect
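Coupling enzymes only (glyceraldehyde-3-phosphate) + compound, at 57.5 uM final, 10 min RT; add substrate/coupling/AmpLite Red mix, 20 min RT; fluorescence ex 525/em 598 nm. Actives flag coupling-system interference.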
Tb PFK inh = inhibitors of T. brucei phosphofructokinase; O15648; AID 485367; Potency, µM (titrated, usually from 57.5 µM), without a hit: at the top dose activity, negative = inhibition, most hits filed as inhibitors; 330,000 tested, 0.17% active; T. brucei PFK, ADP-Glo luminescence;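 note: potency is the fitted concentration of half-maximal effect; 0% = uninhibited 1x PFK enzyme wells and -100% = no-enzyme wells; nearly all actives have a fitted effect of over 60% in size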
Target sequence (O15648 whole entry, looked up): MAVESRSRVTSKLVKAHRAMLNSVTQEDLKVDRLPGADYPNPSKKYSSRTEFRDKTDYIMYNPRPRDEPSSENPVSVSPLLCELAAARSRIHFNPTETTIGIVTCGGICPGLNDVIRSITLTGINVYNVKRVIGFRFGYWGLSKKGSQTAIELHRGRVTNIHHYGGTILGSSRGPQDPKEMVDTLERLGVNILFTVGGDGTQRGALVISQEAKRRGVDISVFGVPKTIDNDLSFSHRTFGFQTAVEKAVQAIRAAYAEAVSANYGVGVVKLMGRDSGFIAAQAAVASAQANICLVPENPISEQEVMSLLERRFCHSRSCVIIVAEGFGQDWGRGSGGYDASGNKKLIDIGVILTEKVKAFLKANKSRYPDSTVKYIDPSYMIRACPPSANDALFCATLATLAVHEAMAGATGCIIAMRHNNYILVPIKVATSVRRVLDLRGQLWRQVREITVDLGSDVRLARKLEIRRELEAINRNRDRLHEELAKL
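In TEA buffer at pH 8.0 with 5 mM MgCl2, enzyme (1.25 nM) converted F6P (0.5 mM) and ATP (0.1 mM) for 45 min at room temperature. ADP product was read by luciferase luminescence.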
a7 integrin act = activators of alpha7 integrin expression for muscular dystrophy; alpha7betagal myoblasts, beta-gal FDG fluorescence, 48 h; Potency, µM (top dose mostly 38.3 µM), without a hit: at the top dose activation, most hits filed as activators; 350,000 tested, 0.064% active;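 note: potency is the fitted concentration of half-maximal effect; 100% = response of the positive control SU9516; nearly all actives have a fitted effect of over 60% in size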
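alpha7betagal+/- myoblasts (passage 13, 250/well) treated 48 h at 37C with compounds at 1:260 dilution of DMSO stock. Lysed, then beta-galactosidase activity read as FDG fluorescence (ex 480/em 540) after 30 min, with pre-read for autofluorescence.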
Giardia kill = kills Giardia lamblia; Giardia lamblia trophozoite viability; activity change, % at 7.66 µM, hits read low; 340,000 tested, 0.15% active; in the data active = activity change below about -80%; inconclusive = between about -30% and that limit;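 note: parasites exposed to compound for two days anaerobically before the ATP read; % is set by controls: 0 for no effect and ±100 for the full control effect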
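Luminescent ATP signal served as the viability read-out, measured 15-30 min after adding ATP detection reagent to trophozoites that had been incubated with compounds for 48 hrs at 37 deg C anaerobically at 100 cells/well.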
Starred values were filed as active, the others as inactive; u = inconclusive; x = no result given; [ ] = another dose, or the depositor's remark. Unless noted, calls come from the whole dose curve; as a rule, active = well fitted curve in the direction sought with a large enough effect; inconclusive = small, poorly fitted or top-dose-only effect, or another doubt; inactive = no such curve, though single readings can be large; an effect the other way counts as inactive or inconclusive.

SMILES | Menin-MLL TR inh | B2AR arrestin | BCR signal inh | GALK inh | PTAP TSG101 blk | S-ASM inh | PKM2 act | Coupling enz | Tb PFK inh | a7 integrin act | Giardia kill
COc1ccc(-n2c(SCC(N)=O)nnc2-c2ccc(NS(=O)(=O)c3ccc(C)cc3)cc2)cc1 | -4% | -0.5% | -12% | 1% | -7% | -6% | -1% | 2 | 3% | 14% | -6
CN(C)CCC#CC1(O)c2ccccc2-c2ccccc21 | 3% | 0.1% | 6% | 7% | -2% | 3% | 6% | 0 | -6% | 16% | -14
CCCc1nnc(NC(=O)CCN2C(=O)c3ccccc3C2=O)s1 | 11% | -0.4% | -4% | 0% | -5% | -3% | 5% | 0 | 0% | 8% | 0
CC(C)N(C)C1CCN(S(=O)(=O)c2ccc(-c3ccc(=O)[nH]n3)s2)CC1 | -18% | -0.3% | u | 0% | -3% | -3% | -5% | 2 | -1% | -18% | -6
CCOC(=O)c1ccc(NC(=S)NN)cc1 | u | 5.1% | -22% | 0% | -6% | -3% | 2% | 1 | 5% | 17% | -2
COc1ccc(Nc2nc(N)nc(CSc3nccn3C)n2)cc1 | -3% | 0.2% | u | 4% | 0% | 1% | -5% | 2 | -3% | 4% | 13
O=C(Nc1ccccc1)C1=C[C@@H](C2CCCCC2)C[C@@H](OCc2ccc(CO)cc2)O1 | -6% | -0.4% | u | 0% | -4% | -2% | 3% | -13 | 13% | -9% | 0
O=C(Nc1ccc(Cl)cc1)Nc1ccccc1CC[N+](=O)[O-] | 7% | 0.3% | u | -1% | -1% | 0% | 6% | -4 | -8% | 0% | 5
COc1cccc(-c2nc(COc3ccc(Cl)cc3Cl)no2)c1 | x | -0.2% | -11% | x | -3% | -10% | -2% | 0 | 5% | 1% | -3
O=C(CSc1ccc2nnc(-c3ccc(F)cc3)n2n1)NCC1CCCO1 (centres undefined) | -2% | 0.3% | u | -1% | -1% | 6% | 0% | 1 | -2% | 1% | -22
CCc1ccc(CCC(=O)Nc2ccc(Cl)cc2)o1 | 24% | -0.5% | 6% | 5% | 0% | -2% | 5% | 0 | -3% | 2% | -15
CCc1nc(N(CC)CC)c2oc3ccccc3c2n1 | -8% | 0.0% | 0% | 2% | -3% | 0% | -2% | 1 | 3% | -29% | -4
CCCCn1c(-c2ccccc2)cnc1SCC(=O)NCCc1ccc(OC)c(OC)c1 | u | 0.9% | u | 1% | -4% | 0% | 0% | 1 | 2% | -39% | 19
CCN1C(=C(C#N)C#N)C=Cc2ccccc21 | -5% | -0.4% | -1% | -2% | -6% | -4% | 0% | -1 | -5% | u | -1
Cc1sc(/N=C/c2ccccc2O)c(C#N)c1C | x | 0.2% | u | 0% | x | x | 1% | -2 | 1% | x | x
CCOc1ccc(S(=O)(=O)Nc2ccc(S(=O)(=O)N3CCCC3)cc2)cc1 | 7% | -0.3% | -3% | 0% | -4% | -2% | 1% | 7 | 0% | 12% | -2
COC(CN(C(=O)CCl)C(C(=O)NC1CCCCC1)c1ccc(C)cc1)OC (centres undefined) | 15% | 0.3% | u | -3% | -1% | 8% | -10% | 0 | -1% | -55%[inhibitor] | -8
Cc1nc2ccc(NC(=O)Cc3c(F)cccc3Cl)cc2s1 | x | 0.4% | u | 1% | -4% | -2% | -1% | -1 | 4% | 17% | 22
COc1ccc2c(c1)OC(=O)CC2c1cc(OC)c(OC)c(OC)c1 (centres undefined) | -3%[94.6 µM] | 0.0% | u | x | -6% | 2% | x | -8 | 0% | -16% | 30
Cc1ccc(-c2nnc(N3CC(C)OC(C)C3)c3ccccc23)cc1 (centres undefined) | -15% | -0.8% | -3% | 11% | 0% | 4% | -1% | 0 | -4% | -43% | -5

Part of the list above in order of SMILES length, low to high:
SMILES | Menin-MLL TR inh | B2AR arrestin | BCR signal inh | GALK inh | PTAP TSG101 blk | S-ASM inh | PKM2 act | Coupling enz | Tb PFK inh | a7 integrin act | Giardia kill
CCN1C(=C(C#N)C#N)C=Cc2ccccc21 | -5% | -0.4% | -1% | -2% | -6% | -4% | 0% | -1 | -5% | u | -1
CCc1ccc(CCC(=O)Nc2ccc(Cl)cc2)o1 | 24% | -0.5% | 6% | 5% | 0% | -2% | 5% | 0 | -3% | 2% | -15
COc1ccc2c(c1)OC(=O)CC2c1cc(OC)c(OC)c(OC)c1 (centres undefined) | -3%[94.6 µM] | 0.0% | u | x | -6% | 2% | x | -8 | 0% | -16% | 30
COC(CN(C(=O)CCl)C(C(=O)NC1CCCCC1)c1ccc(C)cc1)OC (centres undefined) | 15% | 0.3% | u | -3% | -1% | 8% | -10% | 0 | -1% | -55%[inhibitor] | -8

More results:
SMILES | Menin-MLL TR inh | B2AR arrestin | BCR signal inh | GALK inh | PTAP TSG101 blk | S-ASM inh | PKM2 act | Coupling enz | Tb PFK inh | a7 integrin act | Giardia kill
O=C(CNC(=O)c1cccnc1)N=Nc1c(O)[nH]c2c(Br)cc(Br)cc12 | u | 0.5% | 1% | 3% | -6% | -11% | x | 0 | 1% | -5% | -7
CC(C)CC1NC(=O)N(CC(=O)Nc2ccc3c(c2)CCC3)C1=O (centres undefined) | 10% | 0.0% | -4% | 11% | -2% | 1% | 12% | 3 | -1% | 39% | 1
NC(=O)CC(NC(=O)c1ccccc1)c1ccc(NCc2ccccc2)c([N+](=O)[O-])c1 (centres undefined) | x | 0.4% | -1% | 6% | x | -13% | 0% | 0 | -8% | -8% | -9
O=C(CCS(=O)(=O)c1ccc(Br)s1)NC1CCCC1 | 4% | 3.4% | -10% | 0% | -2% | 6% | 1% | 1 | -3% | 11% | -2
Cc1nc(C(=O)NC2CCCCC2)sc1C1(C)CC(c2cccc([N+](=O)[O-])c2)=NO1 (centres undefined) | x | -0.7% | -2% | -2% | -1% | -2% | -2% | -2 | -1% | -17% | 8
Cc1cc(C(=O)N(C2CCCCC2)C2CCCCC2)no1 | -14% | -0.1% | 0% | 0% | x | 0% | 1% | 3 | 3% | 0% | -18
O=C(NCc1ccco1)C1CCC(N2C(=O)C3C4CCC(C4)C3C2=O)CC1 (centres undefined) | -7% | 0.3% | u | 2% | 1% | 0% | -3% | 9 | -7% | -21% | u
CCc1ccccc1NC(=S)N(CCOC)C(C)c1ccco1 (centres undefined) | x | 0.2% | -2% | -2% | 2% | -4% | -2% | 3 | 1% | 33% | -1
Cc1ccc(S(=O)(=O)NN2C(=O)c3ccccc3NC2c2ccccc2)cc1 (centres undefined) | 16% | 0.0% | -1% | -4% | 0% | 16% | 2% | -4 | -11% | -28% | -9
COC(=O)[C@@]1(C)CC[C@]2(C)CC[C@@]3(C)C(=CC(=O)C4[C@@]5(C)CC[C@H](O)C(C)(C)[C@@H]5CC[C@]43C)[C@H]2C1 (some centres undefined) | x | -0.2% | 2% | 5% | -1% | -5% | -6% | 5 | -5% | 32% | 14
Cc1ccc([N+](=O)[O-])cc1N=Nc1c(C)[nH]n(C(N)=S)c1=O | u | -1.1% | u | 1% | -4% | 2% | x | 2 | 3% | 14% | 24
Cc1ccsc1C1C2=C(CC(C)(C)CC2=O)Nc2ncnn21 (centres undefined) | 1%[11.7 µM] | 0.3% | 8% | 3% | -2% | 131%[activator] | 3% | -2 | 14% | 3% | -12
Cc1cccc(C)c1Nc1nnc(SCC(=O)NC2CCS(=O)(=O)C2)s1 (centres undefined) | -11% | -1.0% | 5% | 0% | -1% | 3% | 10% | -2 | 1% | -6% | -18
CCN(CC)C(=O)Cn1cc(S(=O)(=O)CC(=O)NCc2ccccc2)c2ccccc21 | x | -0.8% | 16% | -4% | -2% | 0% | -4% | x | 3% | 0% | -6
CCCS(=O)(=O)c1nc(S(=O)(=O)c2ccc(C)cc2)c(NCCCN2CCCC2=O)s1 | 5% | 0.4% | -1% | -2% | 0% | 2% | x | 0 | 1% | u | -2
Nc1nnc(Cc2ccc(F)cc2)s1 | x | 0.4% | 6% | 0% | -3% | -2% | -5% | -1 | -9% | 19% | 8
O=C1c2ccccc2C(Nc2ccccc2)N1c1ccc(Cl)cn1 (centres undefined) | -7% | 0.2% | u | 3% | -2% | 0% | -3% | 5 | 7% | 23% | -15

This is a subset, so the mix of outcomes need not match the whole.
